# Screens as filed in PubChem BioAssay.
# H69AR growth 86K: blocks growth of human H69AR lung tumor cells. H69AR lung tumor viability, ATP luminescence, 72 h; active compounds read low. 6% of 85,000 active. viability, % at 10 µM. AID 598;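 active means viability at or below 40%; inactive means viability above 40%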;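 further: multidrug resistant small cell line overexpressing MRP-1 efflux transporter; 100% = mean luminescence of untreated control wells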
# S1P2 agonist: agonists of human S1P2 receptor. O95136. S1P2-expressing cell line, agonist reporter read-out. activation, % at 4.5 µM. 0.46% of 97,000 active. AID 729; in the data active means activation above about 16%;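 further: 0% = vehicle low control and 100% = maximal reference agonist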
# Target sequence (O95136 whole entry, looked up): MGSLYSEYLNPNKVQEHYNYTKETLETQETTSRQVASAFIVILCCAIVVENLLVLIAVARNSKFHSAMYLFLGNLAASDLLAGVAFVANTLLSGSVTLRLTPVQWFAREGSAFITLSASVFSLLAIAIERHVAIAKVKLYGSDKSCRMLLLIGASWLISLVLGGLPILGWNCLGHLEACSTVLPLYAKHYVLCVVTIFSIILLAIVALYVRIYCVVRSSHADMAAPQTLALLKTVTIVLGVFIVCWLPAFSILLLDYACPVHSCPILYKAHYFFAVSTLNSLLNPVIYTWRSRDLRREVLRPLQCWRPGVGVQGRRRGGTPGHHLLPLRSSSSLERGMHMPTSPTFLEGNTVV
# PostGolgi ctrl: inhibits growth of the yeast control strain. 5% of 98,000 active. efflux-deficient yeast background strain, growth absorbance A615, 16 h. inhibition, % at 10 µM. AID 738; in the data active means inhibition above about 30%
# sEH inh: inhibitors of human soluble epoxide hydrolase. P34913. recombinant human sEH enzymatic activity assay. inhibition, % at 2 µM. 0.34% of 91,000 active. AID 707; in the data active means inhibition above about 80%; further: values of inactives mirror those of a sister screen read the other way; many of its hits are not listed in these tables
# Target sequence (P34913 whole entry, looked up): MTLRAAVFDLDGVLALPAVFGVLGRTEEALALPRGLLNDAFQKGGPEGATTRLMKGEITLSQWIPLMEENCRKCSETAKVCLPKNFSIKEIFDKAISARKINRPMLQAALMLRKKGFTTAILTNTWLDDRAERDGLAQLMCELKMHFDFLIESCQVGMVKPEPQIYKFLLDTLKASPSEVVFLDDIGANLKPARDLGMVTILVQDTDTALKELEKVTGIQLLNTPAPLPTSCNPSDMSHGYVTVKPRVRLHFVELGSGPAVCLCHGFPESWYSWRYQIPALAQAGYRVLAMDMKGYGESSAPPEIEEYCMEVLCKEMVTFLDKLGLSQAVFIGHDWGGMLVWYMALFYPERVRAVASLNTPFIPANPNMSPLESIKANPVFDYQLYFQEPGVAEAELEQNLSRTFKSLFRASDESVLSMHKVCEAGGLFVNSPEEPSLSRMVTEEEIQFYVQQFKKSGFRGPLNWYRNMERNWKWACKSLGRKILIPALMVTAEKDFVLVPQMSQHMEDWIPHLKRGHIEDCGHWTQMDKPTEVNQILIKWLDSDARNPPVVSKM
# Lung fibro prol: blocks proliferation of human lung fibroblasts. viability, % at 10 µM. 1.1% of 85,000 active. LL 47 human lung fibroblast viability, ATP luminescence; active compounds read low;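 active means viability at or below 50% in the single dose screen; inactive means viability above 50%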;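 further: compound exposure lasted 72 h before the ATP readout; 100% = median luminescence of untreated cell-only wells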
#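 Signal: luminescent ATP detection, CellTiter-Glo; assay system: LL 47 human lung fibroblasts; input: 1,150 cells/well; incubation: overnight cell rest, 72 h compound treatment at 37 °C; measure: % viability versus median cells-only luminescence; medium: IMEM growth medium with 15% fetal bovine serum; dosing: compound addition at 0.1% DMSO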
# LYP act: LYP (human) phosphatase activation; Q9Y2R2; recombinant LYP, DiFMUP fluorescence; 0 = plate median, 100 = signal doubled; activation, % at 2 µM; 0.11% of 96,000 active;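 active means activation at 2 µM above a set limit, the mean plus 5 SD, cut at about 37% in these data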
# HUVEC inhibit: human endothelial cell proliferation inhibition. 1.1% of 86,000 active. HUVEC proliferation, CellTiter-Glo luminescence, 72 h; active compounds read low. viability, % at 10 µM (by protocol);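 active means viability at or below 30%; inactive means viability above 30%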;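 further: 100% = median luminescence of DMSO-only cell control wells on each plate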
# S1P2 antag: S1P2 (human) receptor antagonism | O95136 | cell-based S1P2 antagonist assay, inhibition at 5 uM | inhibition, % at 5 µM | 0.21% of 97,000 active | AID 736; in the data active means inhibition above about 45%;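 further: CRE beta-lactamase reporter cells expressing human S1P2 stimulated with S1P; 0% = agonist at EC80 alone and 100% = agonist plus reference antagonist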
# sEH activator: increases human soluble epoxide hydrolase activity; P34913; purified human sEH enzymatic activity, activator screen; activation, % at 2 µM; 0.04% of 91,000 active; AID 717; in the data active means activation above about 37%; further: values of inactives mirror those of a sister screen read the other way
# An asterisk follows results filed as active; / = not tested or not shown.
no.	molecule	H69AR growth 86K	S1P2 agonist	PostGolgi ctrl	sEH inh	Lung fibro prol	LYP act	HUVEC inhibit	S1P2 antag	sEH activator
1	COc1ccccc1-c1noc(-c2ccccc2C(=O)N2CCOCC2)n1	86	-9	19	5	97	12	103	5	-5
2	CCNc1nc(NC(C)C)nc(SCCOc2ccc(C)cc2)n1	99	-3	31*	-1	84	-15	79	-12	0
3	Cc1ccc(S(=O)(=O)N(CC(O)CN2CCCC2)c2ccccc2)cc1 (configuration not stated)	86	-13	-7	6	100	-7	91	12	-4
4	OC(COc1ccc2ccccc2c1Br)Cn1ccnc1 (configuration not stated)	101	0	7	7	98	-2	85	14	-3
5	CC(C)C(C(=O)O)N1C(=O)/C(=C/C=C/c2ccco2)SC1=S (configuration not stated)	/	-2	1	6	/	-25	/	10	-5
6	S=c1nc(-c2ccccc2Br)[nH][nH]1	102	-5	/	14	108	6	100	-3	-14
7	C=CCNc1oc(Cc2cccc3ccccc23)nc1C#N	77	-5	19	-6	85	21	103	-20	10
8	O=C(NC1CCCC1)C1CCCN1C(=O)Nc1ccccc1Cl (configuration not stated)	87	-6	4	-3	95	4	96	-5	2
9	CC(C)c1nnc(NC(=O)CCS(=O)(=O)c2nc(-c3cccs3)cc(C(F)(F)F)n2)s1	1.1*	-10	10	-2	85	-6	16*	14	0
10	O=C(O)C1CC(c2ccc(F)cc2)=NO1 (configuration not stated)	/	-6	-7	4	/	5	/	5	-6
11	CC(=O)c1cccc(NC(=O)NC(C)C2CCCO2)c1 (configuration not stated)	81	-8	4	4	94	4	74	19	-4
12	Cc1ccc(NC(=S)N2CCN(CCN3C(=O)c4cccc5cccc(c45)C3=O)CC2)cc1	/	-3	-4	-21	/	0	/	-1	19
13	O=C1CSc2ccc(C(=O)NCCC3=CCCCC3)cc2N1	94	-5	5	82*	112	15	85	-7	-83
14	O/N=C1/C2C3CC4C5C3C1C5C1(OCCO1)C42 (configuration not stated)	86	/	-6	/	97	/	102	/	/
15	COc1ccc(OC)c(NC(=O)C2CCCN2C(=O)OCc2ccccc2)c1 (configuration not stated)	93	/	12	/	97	/	99	/	/
16	COc1ccc(S(=O)(=O)n2nc(C)cc2C)c(C)c1C	84	-2	19	6	98	-4	98	-21	-4
17	c1ccc2c(c1)c1ccccc1n1c(-c3ccc4c(c3)OCO4)nnc21	/	4	43*	-2	/	5	/	-20	4
18	COc1ccc(-c2nc(-c3ccc(Br)o3)no2)cc1	89	-1	-5	/	100	0	102	6	/
19	O=c1[nH]cnc2scc(-c3ccc(-c4ccccc4)cc3)c12	90	-3	8	8	111	-4	97	2	-7
20	Cc1cccc2cc3c(nc12)SC(=NCC1CCCO1)N(Cc1ccco1)C3 (configuration not stated)	47	-2	27	8	78	-2	76	-15	-11

# Records listed so far printed as active in sEH inh:
entry | SMILES | S1P2 agonist | PostGolgi ctrl | sEH inh | LYP act | S1P2 antag | sEH activator
13 | O=C1CSc2ccc(C(=O)NCCC3=CCCCC3)cc2N1 | -5 | 5 | 82* | 15 | -7 | -83

# Returning to the listing, repeating the two entries before the break.
no.	molecule	H69AR growth 86K	S1P2 agonist	PostGolgi ctrl	sEH inh	Lung fibro prol	LYP act	HUVEC inhibit	S1P2 antag	sEH activator
19	O=c1[nH]cnc2scc(-c3ccc(-c4ccccc4)cc3)c12	90	-3	8	8	111	-4	97	2	-7
20	Cc1cccc2cc3c(nc12)SC(=NCC1CCCO1)N(Cc1ccco1)C3 (configuration not stated)	47	-2	27	8	78	-2	76	-15	-11
21	COc1ccc(NC(=O)c2cccc(F)c2)cc1Cl	96	-3	6	27	103	2	100	5	-25
22	O=C(NCc1ccco1)Nc1ccc(Br)cc1	91	-9	20	42	98	4	95	-7	-43
23	CCCn1c(=O)c2ccccc2n2c(SCCOc3ccccc3)nnc12	100	/	30	/	96	/	91	/	/
24	Cc1cc(NCc2ccc(F)cc2Cl)n2nnnc2n1	102	/	11	/	100	/	100	/	/
25	CCCOc1ccc(Cc2nn3c(=O)/c(=C/c4ccco4)sc3nc2=O)cc1	95	3	5	1	100	-9	93	-6	1
26	CC(C)(CO)Nc1ccc([N+](=O)[O-])cc1[N+](=O)[O-]	/	-4	5	-2	/	0	/	11	5
27	CCOC(=O)N1CCC(NC(=O)CCC(=O)N2CC(C)Oc3ccc(C)cc32)CC1 (configuration not stated)	/	-5	10	24	/	15	/	10	-25
28	CCS(=O)(=O)n1nc(-c2ccc(Cl)cc2)nc1SCc1ccccc1	70	-3	/	-8	100	0	71	-18	10
29	CC(C)(C)C(=O)Nc1cc(C(F)(F)F)ccc1N1CCOCC1	50	-4	/	12	91	-8	96	-4	-7
30	Cc1ccc(Cl)cc1NC(=O)Cn1cccc1	84	-2	7	/	116	4	105	9	/
31	O=C(COC(=O)CCc1c[nH]c2ccccc12)NC1CCS(=O)(=O)C1 (configuration not stated)	92	-4	/	-12	100	-4	86	22	10
32	Cc1ccc(S(=O)(=O)Cn2nnnc2C(c2ccccc2)N2CCN(c3ccccc3)CC2)cc1 (configuration not stated)	65	-11	/	-2	95	-10	98	-2	3
33	CCOC(=O)N1CCN(C(=O)C2CC(c3ccc(F)cc3)=NO2)CC1 (configuration not stated)	94	-6	9	6	102	0	98	-9	-3
34	COc1ccc(CCNC(=O)C2CCN(S(=O)(=O)c3ccc(Cl)cc3)CC2)cc1OC	72	-3	/	9	77	7	86	7	-4
35	CCn1c(SCC(=O)Nc2ccccc2C(=O)OC)nnc1-c1cccc(C)c1	81	-2	10	-16	96	-1	89	11	16
36	COCCNc1nc2ccccc2nc1NS(=O)(=O)c1ccc(C)cc1C	94	-3	10	-9	97	-5	106	-4	9
37	CCOC(=O)N1CCN(C(=O)CN(Cc2ccc(Cl)cc2)S(C)(=O)=O)CC1	104	-7	2	12	99	-10	95	-9	-8
38	Cc1nn(-c2nc(-c3ccco3)cc(C(F)(F)F)n2)c(C)c1Cl	73	-6	2	12	88	-5	98	-22	-12
39	O=C(NC12CC3CC(CC(C3)C1)C2)N1CCC(O)(c2ccc3c(c2)OCO3)CC1	100	-6	10	88*	104	-2	90	-9	-88
40	COC(=O)c1ccccc1S(=O)(=O)N1CCC(c2nc3ccccc3o2)CC1	/	-5	9	3	/	-3	/	5	-5
41	COC(=O)C1(C)NC(c2ccc(O)cc2)C2C(=O)N(c3ccc4c(c3)OCCO4)C(=O)C21 (configuration not stated)	105	-5	6	-2	94	0	97	-1	1
42	COC(=O)C1C(=O)CC(C)(O)C(C(=O)OC)C1c1ccccc1F (configuration not stated)	93	-7	7	5	103	5	91	-1	-5
43	Cc1ccc(S(=O)(=O)Cn2nnnc2CN2CCN(Cc3ccc4c(c3)OCO4)CC2)cc1	105	-7	-3	-11	94	6	98	-17	11
44	O=C(Cn1c(-c2ccccc2)noc1=O)NCc1ccccc1	90	-5	-9	-2	97	-5	111	7	4
45	COc1nccnc1NS(=O)(=O)c1ccc(NS(=O)(=O)c2ccc(NC(C)=O)cc2)cc1	96	-4	2	0	98	0	91	-20	2
46	c1ccc(CCc2nc(-c3ccccn3)no2)cc1	89	-3	5	6	107	4	104	-22	-7
47	O=C(NCc1ccccn1)c1cc2ccccc2oc1=O	100	-6	11	-5	119	8	110	-2	6
48	O=C(CCS(=O)(=O)Cc1ccc(Cl)cc1)NCCCN1CCOCC1	97	2	-6	-7	111	1	89	14	6
49	COc1ccc(N2CCn3c2nc2c3c(=O)n(CCCc3ccccc3)c(=O)n2C)c(OC)c1	84	-4	23	/	69	-12	68	58*	/
50	Cc1onc(-c2ccccc2Cl)c1C(=O)Nc1cccc2nsnc12	96	-1	-2	-12	92	-10	86	-19	12
51	Clc1ccc(Cc2noc(Cc3ccccc3)n2)cc1Cl	93	-3	5	3	89	17	94	-16	0
52	CC(C)c1nc2oc3c(NCc4cccnc4)ncnc3c2c2c1CCC2	62	/	6	/	57	/	103	/	/
53	CC1CCCN(CCCNC(=O)C2CC(=O)N(c3ccc(F)c(Cl)c3)C2)C1 (configuration not stated)	96	-9	2	-10	100	0	97	6	10
54	Cc1cc(C)n(-c2nc(C)nc(NCc3ccccc3)n2)n1	51	0	12	26	98	-8	104	-20	-27
55	C=CCNC(=S)NNC(=O)c1ccc(OCCC)cc1	102	-6	/	5	99	4	98	-1	0
56	CCN1CCN(C(=O)C2(NC(=O)Nc3cccc(F)c3)CCCCC2)CC1	91	-6	/	1	99	-3	103	-17	4
57	CC(=O)Nc1cc(NC(=O)C2C3C=CC(C3)C2C(=O)O)ccc1Cl (configuration not stated)	84	-3	8	6	87	-4	90	-16	-1
58	COc1cccc(CNC(=O)Cc2c(C(=O)O)[nH]c3ccccc23)c1	106	-6	16	-3	102	3	102	3	5
59	Cc1ccc2[nH]c(=O)c(CN(CCCN3CCOCC3)C(=O)NC3CCCCC3)cc2c1	63	0	5	6	99	4	85	-5	-4
60	COc1ccc(NC(=O)N(CCc2ccccc2)Cc2cc3c(C)cc(C)cc3[nH]c2=O)cc1	76	-2	7	-1	93	-6	83	-11	2

# The last 4 records of the part before are carried over, then new ones follow.
no.	molecule	H69AR growth 86K	S1P2 agonist	PostGolgi ctrl	sEH inh	Lung fibro prol	LYP act	HUVEC inhibit	S1P2 antag	sEH activator
57	CC(=O)Nc1cc(NC(=O)C2C3C=CC(C3)C2C(=O)O)ccc1Cl (configuration not stated)	84	-3	8	6	87	-4	90	-16	-1
58	COc1cccc(CNC(=O)Cc2c(C(=O)O)[nH]c3ccccc23)c1	106	-6	16	-3	102	3	102	3	5
59	Cc1ccc2[nH]c(=O)c(CN(CCCN3CCOCC3)C(=O)NC3CCCCC3)cc2c1	63	0	5	6	99	4	85	-5	-4
60	COc1ccc(NC(=O)N(CCc2ccccc2)Cc2cc3c(C)cc(C)cc3[nH]c2=O)cc1	76	-2	7	-1	93	-6	83	-11	2
61	CCCc1c(C)c2cc(C)ccc2[nH]c1=O	100	-2	7	2	98	15	35	-4	-2
62	CCc1ccc2[nH]c(=O)c(CN(CCCN3CCOCC3)C(=O)Nc3ccc(Cl)cc3)cc2c1	27*	-2	25	2	77	6	28*	9	-3
63	Cc1ccc(C)c(-n2nnnc2SCC(=O)Nc2cccc(-c3nnc4n3CCCCC4)c2)c1	67	-13	1	17	94	-9	88	13	-17
64	O=C(NC1CCS(=O)(=O)C1)c1cccc(S(=O)(=O)N2CCCCC2)c1 (configuration not stated)	99	-4	7	-8	102	-2	108	-7	9
65	CC(C)CCNC(=O)NC(=O)COC(=O)C1=COCCO1	85	-9	6	-1	101	-15	100	3	-1
66	Cc1ccc(-c2cc(C(=O)NCc3ccc4c(c3)OCO4)[nH]n2)c(O)c1C	91	-3	31*	6	102	-4	94	19	-5
67	CC(Oc1ccc(Cl)cc1)c1ccnn1S(=O)(=O)c1ccc(Cl)cc1 (configuration not stated)	/	-2	10	3	/	-6	/	4	-1
68	CCN(c1ccccc1)S(=O)(=O)c1ccc(NCC2COc3ccccc3O2)nc1 (configuration not stated)	72	-6	56*	/	90	0	61	12	/
69	CC(=O)Nc1cc(C(F)(F)F)ccc1OCCOc1ccccc1	70	-7	/	3	100	-5	83	9	-2
70	Cc1cccc(CS(=O)(=O)Cc2ccc(C(=O)NCc3cccnc3)o2)c1	97	/	-2	/	96	/	98	/	/
71	CCOC(=O)N1CCC(NC(=O)c2cc3c(-c4ccc(OC)c(OC)c4)nn(C)c3s2)CC1	70	/	1	/	102	/	83	/	/
72	CC1CC(=O)C=C(O)C1C(=O)OC(C)(C)C (configuration not stated)	104	-2	0	1	98	-6	102	2	3
73	CC1(C)Cc2c(cnn2-c2ccccc2)-c2c1c1ccccc1n2CC(O)CBr (configuration not stated)	16*	-9	44*	12	82	5	58	7	-8
74	Fc1ccc(-c2ccnc3nc(N4CCOCC4)nn23)cc1	/	-8	5	-2	/	-5	/	-4	8
75	CC(NC(=O)COc1cc(=O)n(C)c2ccccc12)c1ccc2c(c1)OCCO2 (configuration not stated)	75	-5	-1	3	100	1	88	15	1
76	COc1cccc(OCCn2c(C)c(/C=N/n3cnnc3)c3ccccc32)c1	/	3	3	5	/	-2	/	-25	-4
77	CCOC(=O)c1sc(NC(=O)CSc2nc3c(cc2C#N)CCCCCC3)c(C#N)c1C	/	-2	0	-25	77	-24	30	5	25

# Only part of the results is shown; rates above refer to the full screens.
